SRC1 inh = inhibits human SRC1 coactivator. Q15788. HEK293 GAL4-SRC1 luciferase reporter, luminescence. inhibition, % at 3.6 µM. 360,000 tested, 0.12% active. AID 588354;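 active means inhibition above the campaign mean plus 3 SD, with each screening campaign given its own cutoff, cut at about 60% in these data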;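 further: 0% = DMSO treated cells and 100% = gossypol at 36 µM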
Target sequence (Q15788 whole entry, looked up, the tested form may be a part): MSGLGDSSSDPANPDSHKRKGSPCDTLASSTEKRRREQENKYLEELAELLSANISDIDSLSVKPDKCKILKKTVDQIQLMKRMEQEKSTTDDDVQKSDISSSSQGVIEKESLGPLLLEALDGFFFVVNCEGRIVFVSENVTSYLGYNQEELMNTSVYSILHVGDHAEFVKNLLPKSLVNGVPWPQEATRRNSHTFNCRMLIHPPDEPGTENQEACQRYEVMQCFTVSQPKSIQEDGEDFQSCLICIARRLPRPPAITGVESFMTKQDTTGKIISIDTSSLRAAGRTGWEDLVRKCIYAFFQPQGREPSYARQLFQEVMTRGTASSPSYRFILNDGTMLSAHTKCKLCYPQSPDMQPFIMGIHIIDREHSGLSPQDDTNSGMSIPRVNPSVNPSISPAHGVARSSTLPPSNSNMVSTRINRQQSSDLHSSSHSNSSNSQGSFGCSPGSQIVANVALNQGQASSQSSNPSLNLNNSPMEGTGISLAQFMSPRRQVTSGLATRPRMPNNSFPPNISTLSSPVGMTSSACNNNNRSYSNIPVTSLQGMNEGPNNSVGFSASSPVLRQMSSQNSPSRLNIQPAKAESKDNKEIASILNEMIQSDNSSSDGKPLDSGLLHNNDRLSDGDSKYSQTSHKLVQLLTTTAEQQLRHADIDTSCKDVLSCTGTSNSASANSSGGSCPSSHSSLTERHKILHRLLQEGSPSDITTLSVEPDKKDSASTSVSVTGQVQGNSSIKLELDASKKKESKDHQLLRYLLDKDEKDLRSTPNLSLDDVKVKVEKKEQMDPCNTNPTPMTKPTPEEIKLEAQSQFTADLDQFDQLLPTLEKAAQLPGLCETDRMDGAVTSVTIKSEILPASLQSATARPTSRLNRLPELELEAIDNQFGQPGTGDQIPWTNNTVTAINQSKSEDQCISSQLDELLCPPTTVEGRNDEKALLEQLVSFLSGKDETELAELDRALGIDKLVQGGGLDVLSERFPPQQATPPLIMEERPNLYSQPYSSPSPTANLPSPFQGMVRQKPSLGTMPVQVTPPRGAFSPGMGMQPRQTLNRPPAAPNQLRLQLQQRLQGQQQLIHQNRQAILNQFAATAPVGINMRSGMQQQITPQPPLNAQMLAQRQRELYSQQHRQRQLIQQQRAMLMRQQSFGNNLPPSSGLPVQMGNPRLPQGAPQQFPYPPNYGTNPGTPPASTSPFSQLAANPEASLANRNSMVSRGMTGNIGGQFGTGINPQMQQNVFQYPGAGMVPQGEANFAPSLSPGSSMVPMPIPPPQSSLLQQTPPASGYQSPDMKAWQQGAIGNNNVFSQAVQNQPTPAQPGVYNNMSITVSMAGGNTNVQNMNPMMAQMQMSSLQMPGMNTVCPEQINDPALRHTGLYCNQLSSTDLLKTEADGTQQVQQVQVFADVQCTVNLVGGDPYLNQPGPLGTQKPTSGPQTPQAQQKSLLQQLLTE
TROY signal inh = TROY signaling inhibition; Q293 LMP1-TROYcd NF-kB luciferase reporter, 4 h; inhibition, % at 10 µM; 360,000 tested, 0.98% active;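 active means compounds whose plate-normalised and pattern-corrected inhibition of the luciferase reporter signal at the single screening dose is 50% or more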
NR5A2 inv ag = NR5A2 inverse agonism in reporter assay | inhibition, % at 3.6 µM | HEK293T StAR-luciferase reporter, LRH-1 transfected, 24 h | O00482 | 360,000 tested, 0.13% active;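 active means inhibition above the mean inhibition of all tested compounds plus 3 SD, cut at about 73% in these data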;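 further: 0% = DMSO wells and 100% = reporter-only cells lacking LRH-1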
CF NFkB inh = inhibitors of cystic fibrosis induced NF-kB. KKLEB NF-kB-GFP reporter, PAF-induced, GFP fluorescence overnight. 360,000 tested, 0.86% active. inhibition, % at 5 µM. AID 588850;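 active means at least 50% inhibition at 5 µM, scaled per plate between neutral and stimulator controls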;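 further: PAF is a Pseudomonas aeruginosa culture filtrate used as stimulus; plate controls were PAF-stimulated DMSO wells for no effect and unstimulated DMSO wells for full effect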
NR2F2 inh = inhibitors of human COUP-TFII (NR2F2) | P24468 | HEK293T NGFI-A luciferase reporter, luminescence | inhibition, % at 8.6 µM | 370,000 tested, 0.7% active;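 active means inhibition above a per-plate cutoff, mean inhibition of test wells between control levels plus 3 SD, cut at about 38% in these data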;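 further: cells cotransfected with COUP-TFII expression vector driving the NGFI-A reporter; 0% = median of COUP-TF2 test wells and 100% = reporter-only cells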
KKLEB cytotox = counter-screen for CF NF-kB inhibitors: cytotoxicity; KKLEB CF airway cells viability, ATPlite luminescence, overnight; stronger effect = lower value; cells stimulated with P. aeruginosa culture filtrate; activity change (cytotoxicity), % at 5 µM; 360,000 tested, 0.36% active;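 active means corrected activity change at or below -50% at 5 µM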
Shn3 3UTR inh = Schnurri-3 reporter inhibition in Clone20 osteoblasts | Clone20 osteoblast Shn3 3'UTR firefly luciferase, 24 h | inhibition, % at 12.5 µM | 360,000 tested, 0.52% active;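 active means mean inhibition of at least 75% with every replicate also reaching 75%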;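 further: 0% = median of neutral control wells and 100% = pilot-screen positive control compound; some compounds past the cut are filed as inactive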
TWEAK Fn14 block = inhibitors of TWEAK-Fn14 interaction signaling; TWEAK-stimulated Fn14 reporter cells, luciferase luminescence, 8 h; inhibition, % at 10 µM; 360,000 tested, 2% active; in the data active means inhibition above about 50%
LMP1 NFkB inh = reduces LMP1-driven NF-kappaB luciferase signal; LMP1-induced NF-kappaB luciferase reporter cells, luminescence; inhibition, % at 12.5 µM; 350,000 tested, 0.69% active; AID 504558; in the data active means inhibition above about 41%;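 further: 0% = neutral control wells and 100% = reference inhibitor control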
NCOA3 inh = human NCOA3 inhibition; Q9Y6Q9; HEK293 GAL4-SRC3 luciferase reporter, luminescence; inhibition, % at 3.6 µM; 360,000 tested, 0.17% active; AID 588352;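 active means inhibition above a per-campaign cutoff, the mean of all compounds plus 3 SD, cut at about 60% in these data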;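 further: 0% = DMSO-treated cells and 100% = gossypol-treated cells at 36 µM; higher means less SRC3-driven luciferase light from the GAL4 reporter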
TRAIL sens C8 = caspase-8 TRAIL sensitization; NB7+C8 cells + TRAIL, ATPlite viability luminescence; 360,000 tested, 1% active; inhibition (viability loss, TRAIL sensitization), % at 10 µM;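 active means compounds causing at least 50% loss of cell viability in the single-dose screen, relative to plate controls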
An asterisk follows results filed as active; . = not tested or not shown. An excerpt; rates above refer to the full screens.

SMILES	SRC1 inh	TROY signal inh	NR5A2 inv ag	CF NFkB inh	NR2F2 inh	KKLEB cytotox	Shn3 3UTR inh	TWEAK Fn14 block	LMP1 NFkB inh	NCOA3 inh	TRAIL sens C8
COc1ccc(NC(=O)CCc2c(C)nn(-c3ccc(N4CCOCC4)nn3)c2C)cc1	-6	-37	-65	7	-37	6	-27	-16	-5	-25	-8
CC(C)NS(=O)(=O)c1ccc(NC(=S)NC(=O)c2ccc(-c3ccccc3)cc2)cc1	4	-3	30	7	3	-14	35	36	32	15	12
Cc1ccc(NC(=O)CNC(=O)Cn2cnc3sc(C)c(C)c3c2=O)cc1F	-5	5	1	-32	3	28	6	-23	3	7	13
COc1ccc(CNC(=O)C(C)n2nc(C)c3c(C)n(-c4ccccc4)nc3c2=O)c(OC)c1 (stereo unspecified)	2	-4	12	-7	10	-7	24	2	-1	3	-1
COc1ccccc1NC(=O)CSc1nc(SC)ns1	4	-31	-4	-8	-1	-1	-36	29	-12	-30	-17
CCOCN(C(=O)Cn1c(C(C)O)nc2ccccc21)c1c(C)cccc1CC (stereo unspecified)	-15	10	18	-12	-1	-8	0	0	2	14	-14
CCc1cccc(CC)c1NC(=S)NCc1ccc2c(c1)OCO2	-63	7	-14	10	-2	3	6	-29	5	9	-1
Cc1cccc([C@@H]2[C@@H]3C(=O)N(Cc4ccccc4)C(=O)[C@@H]3[C@]3(C)C(=O)N(c4ccc(C(F)(F)F)cc4)C(=O)N23)c1	-15	8	12	0	.	8	3	18	0	-3	18
CCC1CCCCN1C(=S)NCc1ccccc1 (stereo unspecified)	3	13	12	7	6	3	2	16	0	-3	-18
COc1ccc(-c2cc(C(F)(F)F)nc(SCC(=O)NCc3cnn(C)c3C)n2)cc1OC	-1	4	-14	7	-21	-8	2	-14	-17	5	-5
CCc1cccc(NC(=O)CCS(=O)(=O)c2ccc(Br)cc2)c1	-1	-7	7	12	12	-3	1	-3	4	-17	-7
Cc1cccc(N2CCN(CC(O)COc3ccccc3Cl)CC2)c1 (stereo unspecified)	-11	3	12	0	-1	-9	-3	3	8	-9	-21
Cc1ccccc1-n1c(SCc2c(C)noc2C)nnc1-c1cccnc1	5	22	-10	-7	-4	-8	-5	1	-1	-17	-9
CC(OC(=O)c1ccccc1NCc1ccco1)C(=O)Nc1ncc(Cl)cc1Cl (stereo unspecified)	-7	9	-1	1	10	-9	23	-10	-1	22	-4
COc1ccc(-n2c(=O)c(NC(=O)c3ccccc3)c3n(c2=S)CCCCC3)cc1	17	1	10	-27	-11	4	6	11	-1	8	1

Reformatted: results already given
smiles,SRC1 inh,TROY signal inh,NR5A2 inv ag,CF NFkB inh,NR2F2 inh,KKLEB cytotox,Shn3 3UTR inh,TWEAK Fn14 block,LMP1 NFkB inh,NCOA3 inh,TRAIL sens C8
Cc1ccc(NC(=O)CNC(=O)Cn2cnc3sc(C)c(C)c3c2=O)cc1F,-5,5,1,-32,3,28,6,-23,3,7,13
COc1ccc(CNC(=O)C(C)n2nc(C)c3c(C)n(-c4ccccc4)nc3c2=O)c(OC)c1 (stereo unspecified),2,-4,12,-7,10,-7,24,2,-1,3,-1
COc1ccccc1NC(=O)CSc1nc(SC)ns1,4,-31,-4,-8,-1,-1,-36,29,-12,-30,-17

Next part
SMILES	SRC1 inh	TROY signal inh	NR5A2 inv ag	CF NFkB inh	NR2F2 inh	KKLEB cytotox	Shn3 3UTR inh	TWEAK Fn14 block	LMP1 NFkB inh	NCOA3 inh	TRAIL sens C8
O=S(=O)(c1ccc(Cl)cc1)N1CCCN(c2nc3ccc(Cl)cc3s2)CC1	-2	10	5	22	6	-11	14	10	2	13	-3
O=C(NCCc1ccccc1)C1CCN(Cc2cccc3ccccc23)CC1	11	17	-2	2	1	0	1	11	3	14	6
Cc1cccc(OCc2nnc(SCC(=O)Nc3ccc(C)c(Cl)c3)o2)c1	-7	-22	-3	5	-6	-9	-11	2	-3	14	-12
O=C(N1CCOCC1)N1CCC(n2nnc3ccccc32)CC1	-14	6	-16	3	16	-1	3	-11	-7	6	16
O=C(COC(=O)CNC(=O)c1cccc(OC(F)F)c1)NCc1ccc2c(c1)OCO2	-4	19	16	-7	5	12	1	-7	5	11	11
CN1CCN(C(=O)CCC(=O)NCc2ccc(F)cc2)CC1	-32	10	-1	8	-7	5	-8	1	-1	9	10
S=C(NCc1ccc(Cl)cc1)NN1CCOCC1	-21	5	5	7	-18	1	3	-1	-2	-10	-1
COc1ccc(-c2cc3nc(-c4ccccc4)cc(N4CCC5(CC4)OCCO5)n3n2)cc1	5	-7	10	-12	20	5	46	24	1	8	17
CC(C)(C)NC(=O)c1nc2nc(-c3ccccc3)cc(C(F)(F)F)n2n1	-16	-7	11	11	-11	9	-1	-14	-1	-4	17
CCS(=O)(=O)Nc1ccc(Cc2ccc(NS(=O)(=O)CC)cc2)cc1	12	32	10	-14	21	5	16	7	1	20	20
COc1ccccc1NC(=O)CS(=O)(=O)c1cn(CC(=O)N2CCCC2)c2ccccc12	-9	-23	-15	-5	8	-13	-10	11	-8	-7	11
CCOc1ccc(-n2cc(-c3ccccc3)c3c(=O)[nH]cnc32)cc1	0	-12	0	-49	-9	31	5	-8	6	-17	-1
CN(c1ccc(C(=O)N2CCOCC2)cc1)S(C)(=O)=O	-11	3	-17	6	-12	0	-11	-2	4	11	-19
CCc1ccc(C(=O)COC(=O)c2cnc(C)cn2)cc1	4	7	11	-10	9	7	-2	-35	2	14	-5
O=C(Nc1ccc(F)cc1)c1cccc(NC(=O)C2C3CC4OC(=O)C2C4C3)c1 (stereo unspecified)	-5	1	10	-4	-2	-8	-9	4	-1	-11	-10
C[C@@H]1CCC(=O)N(CC[C@H](Sc2ccc(Br)cc2)c2ccccc2)CC1	3	22	-3	28	19	-16	19	10	9	9	3
Cc1ccc(CN2CCN(Cc3cn[nH]c3-c3cccc(F)c3)CC2CCO)o1 (stereo unspecified)	6	-6	11	12	23	-3	-5	-3	0	3	-8
COc1cc(C(=O)Oc2ccccc2/C=N/NC(=O)c2ccc(Cl)cc2Cl)cc(OC)c1OC	-97	-3	-87	-9	-33	-1	6	-23	4	-40	23
CCN(CC)CCNC(=O)C(=O)Nc1ccc(C(=O)OC)cc1	-6	-13	-14	0	4	10	-2	-8	0	7	0
CCOC(=O)N1CCN(c2c(N3CCN(c4cccc(C(F)(F)F)c4)CC3)c(=O)c2=O)CC1	-4	-16	-9	4	.	-6	7	-43	-4	2	5
CCOc1ccc(NC(=O)Nc2cccn(Cc3ccccc3)c2=O)cc1	-32	-4	-8	-18	19	-8	11	12	0	-31	24
COc1ccc(-n2ncc3c2CC(C)(C)CC3NC(=O)CCCN2CCCC2=O)cc1 (stereo unspecified)	-17	8	18	2	-8	-5	-7	11	0	16	-1
COC(=O)C1CCN(C(=O)Cc2c(OC)ccc3cc(Br)ccc23)CC1	8	2	1	7	-12	-8	11	-18	2	1	2
O/N=C(\c1ccc(Cl)cc1)c1cc2ccccc2o1	3	-6	-8	27	-8	-16	9	23	1	20	-16
O=C1Nc2ccccc2C1=O	-16	3	1	-4	-14	-1	5	14	-6	8	-2
OCCN(CCO)c1nc(-c2ccccc2)nc2c1oc1ccccc12	11	-10	-12	-18	-16	-4	7	6	4	9	-5
CC1CCCN(C(=O)c2ccc(OC3CCN(CCc4ccccc4)CC3)cc2)C1 (stereo unspecified)	1	-6	-6	2	12	-3	0	-16	4	-23	12
COc1cc(C(c2c(C)[nH][nH]c2=O)c2c(C)[nH][nH]c2=O)ccc1OC(=O)c1cccc([N+](=O)[O-])c1	-3	-2	1	-10	-8	-5	-5	21	5	-6	3
CCOc1ccc(C(=O)NCCCN2CCCC2=O)cc1	-8	-9	2	-9	5	0	0	-1	-7	-4	11
Cc1cc(C)n2nc(Nc3ccccc3)cc2n1	-45	-41	-4	4	-6	-2	-57	-2	-24	-28	-20
CC(C)CC(c1nnnn1CC1CCCO1)N1CCN(Cc2ccc3c(c2)OCO3)CC1 (stereo unspecified)	11	9	3	0	1	7	-20	-2	3	11	-18
COc1ccccc1OCCNC(=O)c1ccc(NC(=O)CC2SC(N3CCCC3)=NC2=O)cc1 (stereo unspecified)	-10	3	-9	-11	-3	17	-14	0	-1	11	-9
C=CCN(CC=C)C(=O)c1cccc(S(=O)(=O)N2c3ccccc3CC2C)c1 (stereo unspecified)	7	-9	9	1	14	4	8	-11	-5	14	1
CC(C)(C)OC(=O)NCc1nc(N)n[nH]1	5	.	-2	-9	-4	2	4	-2	10	1	-8
CCCCNC(=O)C1CCCN(S(=O)(=O)c2ccc(S(=O)(=O)NCC(C)C)cc2)C1 (stereo unspecified)	-2	-4	1	-17	7	-5	30	6	0	8	-23
CC(=O)Nc1ccc(S(=O)(=O)N[C@@H](C)C(=O)OCc2ccc(Cl)cc2)cc1	-4	24	-7	7	-4	-6	-1	11	8	22	26
CN(C)CCCCCNCCCNC(=O)/C=N\O	0	-10	5	4	-5	4	-12	-4	-3	10	4
CC(C)(C)OC(=O)C[C@@H]1C/C=C\C[C@H](CC(=O)NCCO)C(=O)NC[C@@H](c2ccccc2)OC1=O	-12	-14	-13	8	-8	5	-14	-12	2	8	0
CC(=O)Nc1ccc(C(=O)NNC(=O)CCc2ccccc2)cc1	-3	9	18	-8	-16	6	-7	12	-3	6	10
CS(=O)(=O)N(CC(=O)N1CCCC1)Cc1ccc(Cl)cc1	-60	10	12	-2	7	15	-17	-26	1	19	5
CCOC(=O)[C@@H]1[C@H]2COc3ccccc3[C@@H]2N2C(=O)N(c3ccc(F)cc3)C(=O)[C@]12C	7	1	6	-3	-15	4	9	10	3	12	4
COc1ccc(NC(=O)CSc2nc(C)cs2)cc1	-23	-31	-29	12	-16	-11	-28	5	-3	-3	-1
NS(=O)(=O)c1ccc(CNC(=O)c2cc(S(=O)(=O)N3CCOCC3)ccc2N2CCCC2)cc1	5	1	18	18	22	-22	-6	13	-3	-16	-8
CCc1ccccc1NC(=O)c1ccoc1C	-3	-11	-5	1	-10	-4	-6	3	-2	-5	8
Oc1cccc(-n2nnnc2SCc2ccccc2F)c1	0	1	19	19	17	-9	-4	-15	2	-2	-3
CCc1ccc(C(C)NC(=O)/C=C/c2ccc(Br)cc2)cc1 (stereo unspecified)	-13	-13	-12	11	9	1	7	0	6	3	-5
CCC(=O)Nc1ccc(NCc2cccs2)cc1	-2	-27	1	12	-10	0	8	-3	5	-17	-8
CCCCCCc1nc2ccccc2c(=O)n1N	-8	-32	-20	3	7	7	-6	-12	-2	-8	15
C=C(C)COc1ccc(-c2[nH]ncc2-c2ccc(Br)cc2)c(O)c1	-4	24	25	-4	15	-6	30	10	2	24	-24
CCOC(=O)C1=C(C)NC(=O)NC1c1ccc(-c2ccc(Cl)cc2)o1 (stereo unspecified)	-14	18	-17	8	31	-6	-4	-14	11	-11	-10
CCCCOC1(c2ccccc2)OC(=O)c2ccccc21 (stereo unspecified)	9	7	4	10	10	2	2	2	-5	11	23
CC1CCc2c(sc3nc(CN4CCOCC4)nc(NS(=O)(=O)c4cccc([N+](=O)[O-])c4)c23)C1 (stereo unspecified)	-8	22	-8	-11	0	-6	-1	-12	13	9	8
O=C(c1cc(S(=O)(=O)N2CCOCC2)ccc1Cl)N1CCCCC1CO (stereo unspecified)	1	10	-7	-11	-4	6	17	14	5	-9	6

From PubChem
